MEP2 TOR yeast: modulators of TOR pathway MEP2-GFP in S. cerevisiae; S. cerevisiae MEP2-GFP strain, flow cytometry GFP, 3 h; 100% = DMSO control level; 330,000 tested, 0.51% active; GFP response vs DMSO, % at 10 µM;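 active = GFP response versus DMSO above a set limit, roughly screen mean plus 3 SD, cut at about 180% in these data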;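 note: median GFP fluorescence of the barcode-gated MEP2-GFP cells per well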
AHR act: activators of human aryl hydrocarbon receptor; P35869; AHR-responsive luciferase reporter cells, luminescence; activation, % at 5 µM; 320,000 tested, 2.5% active; AID 2796; in the data active = activation above about 47%;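 note: 0% = vehicle wells and 100% = reference agonist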
Target sequence (P35869 whole entry, looked up): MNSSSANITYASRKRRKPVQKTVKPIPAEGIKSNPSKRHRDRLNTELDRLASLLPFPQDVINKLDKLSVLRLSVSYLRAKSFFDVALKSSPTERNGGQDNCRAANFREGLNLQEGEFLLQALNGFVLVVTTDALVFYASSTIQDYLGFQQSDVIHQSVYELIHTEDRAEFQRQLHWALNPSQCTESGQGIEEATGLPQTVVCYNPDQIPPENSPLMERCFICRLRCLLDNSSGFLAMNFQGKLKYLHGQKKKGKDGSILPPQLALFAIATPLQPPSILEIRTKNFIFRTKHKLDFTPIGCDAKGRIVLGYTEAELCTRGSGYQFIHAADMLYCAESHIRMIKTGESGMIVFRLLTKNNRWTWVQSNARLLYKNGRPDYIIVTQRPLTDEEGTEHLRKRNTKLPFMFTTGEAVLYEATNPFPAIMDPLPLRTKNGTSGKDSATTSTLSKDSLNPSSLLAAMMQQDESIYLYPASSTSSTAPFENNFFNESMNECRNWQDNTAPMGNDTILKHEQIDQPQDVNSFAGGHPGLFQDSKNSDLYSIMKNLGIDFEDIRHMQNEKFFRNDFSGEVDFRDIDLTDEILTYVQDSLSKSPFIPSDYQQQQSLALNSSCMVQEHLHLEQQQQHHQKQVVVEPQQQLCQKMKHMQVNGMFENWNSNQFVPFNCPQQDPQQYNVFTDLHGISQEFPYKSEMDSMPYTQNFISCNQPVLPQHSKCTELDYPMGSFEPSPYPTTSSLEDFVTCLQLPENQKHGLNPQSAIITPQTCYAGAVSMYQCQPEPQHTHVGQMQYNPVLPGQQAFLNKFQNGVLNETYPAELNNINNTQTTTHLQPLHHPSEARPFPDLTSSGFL
CIT2 TOR yeast: yeast TOR pathway CIT2-GFP modulation | S. cerevisiae CIT2-GFP strain, flow cytometry, 3 h; 100 means same as DMSO wells | GFP response vs DMSO, % at 10 µM | 320,000 tested, 0.065% active | AID 2029;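 active = GFP response relative to DMSO above a set limit, near the screen mean plus 3 SD, cut at about 150% in these data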;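 note: ratio of well median GFP fluorescence to mean of DMSO wells on the plate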
RPL19A TOR yeast: modulators of TOR pathway RPL19A-GFP in S. cerevisiae; 330,000 tested, 0.3% active; percent response vs DMSO, % at 10 µM; S. cerevisiae RPL19A-GFP strain, flow cytometry, 3 h; hits give low values;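 active = percent response vs DMSO below 50%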;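 note: median channel GFP fluorescence of the barcoded RPL19A-GFP strain; ratio of sample median GFP to plate DMSO average so 100% = DMSO; lower means less RPL19A-GFP as with rapamycin TOR inhibition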
AGP1-GFP MLPCN: alters AGP1-GFP fluorescence in TOR pathway yeast screen. 320,000 tested, 0.02% active. AID 2066. S. cerevisiae AGP1-GFP multiplex flow cytometry, 3 h; GFP as percent of DMSO wells. GFP response vs DMSO, % at 10 µM;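 active = GFP response relative to DMSO above a set limit, near screen average plus 3 SD, cut at about 150% in these data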;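 note: median GFP channel fluorescence of the gated AGP1 strain per well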
Yeast superoxide: lowers age-related superoxide in aged yeast cells | 330,000 tested, 0.18% active | superoxide response (% of plate mean), % at 10 µM | S. cerevisiae aged cells, superoxide DHE fluorescence; hits give low values;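 active = superoxide response under a set limit, about three screen SD below normal, cut at about 65% in these data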;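 note: yeast aged for seven days with compound at 30 °C before DHE staining; 100% = average MFI of all compound-treated wells on the plate with controls excluded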
Efflux pump inh: inhibitors of Candida antifungal efflux pumps expressed in yeast | inhibition, % at 10 µM | 330,000 tested, 0.44% active | S. cerevisiae Candida pump triplex, Nile Red efflux;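 active = plate passing quality check with inhibition over a set limit, or well fluorescence over plate mean plus 4 SD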;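 note: Nile Red retained in pooled yeast measured as flow cytometry median fluorescence; 0% = buffer negative control and 100% = Enniatin B positive control; higher means more Nile Red kept so more efflux inhibition; some compounds called inactive have numbers as strong as hits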
LAP4 TOR yeast: yeast TOR pathway LAP4-GFP modulation | S. cerevisiae LAP4-GFP multiplex, flow cytometry GFP, 3 h; median GFP as percent of DMSO wells | GFP response vs DMSO, % at 10 µM | 320,000 tested, 0.34% active;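 active = GFP response vs DMSO above a set limit, about the screen mean plus 3 SD, cut at about 150% in these data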
Starred values were filed as active, the others as inactive. An unsorted share of the library. About 3.9% of those tested had a hit in this group.

Screening C[n+]1cccc(C2C(C#N)=C(N)Oc3c2ccc2ccccc32)c1 (configuration not stated) returned MEP2 TOR yeast 103, AHR act 29, CIT2 TOR yeast 109, RPL19A TOR yeast 101, AGP1-GFP MLPCN 105, Yeast superoxide 107, Efflux pump inh 0.0 and LAP4 TOR yeast 99.
COc1ccc(Cn2c(=O)[nH]c3cc(C(=O)N4CCN(c5ccccc5F)CC4)ccc3c2=O)cc1 was read as MEP2 TOR yeast 108, AHR act 1, CIT2 TOR yeast 103, RPL19A TOR yeast 100, AGP1-GFP MLPCN 103, Yeast superoxide 109, Efflux pump inh 0.0 and LAP4 TOR yeast 92.
Screening O=C1CC(C(=O)N(c2ccccc2)C(C(=O)NC2CCCC2)c2ccncc2)CS1 (configuration not stated) returned MEP2 TOR yeast 99, AHR act 1, CIT2 TOR yeast 100, RPL19A TOR yeast 104, AGP1-GFP MLPCN 91, Yeast superoxide 107, Efflux pump inh 0.1 and LAP4 TOR yeast 93.
Screening Cc1cc(Nc2ccccc2)c2c([N+](=O)[O-])c(C)cc(C)c2n1 returned MEP2 TOR yeast 105, AHR act 5, CIT2 TOR yeast 101, RPL19A TOR yeast 100, AGP1-GFP MLPCN 100, Yeast superoxide 105, Efflux pump inh 0.0 and LAP4 TOR yeast 97.
`CCn1cc(C(=O)O)c(=O)c2cnc(N3CCN(C(=S)NC(=O)c4ccc(OC)cc4)CC3)nc21` gave MEP2 TOR yeast 107, AHR act 1, CIT2 TOR yeast 112, RPL19A TOR yeast 114, AGP1-GFP MLPCN 102, Yeast superoxide 129, Efflux pump inh 0.0 and LAP4 TOR yeast 95.
For COc1cc(/C=N/Nc2nc(-c3ccc(S(=O)(=O)N(C)C)cc3)cs2)ccc1O the results were MEP2 TOR yeast 120, AHR act 1, CIT2 TOR yeast 103, RPL19A TOR yeast 102, AGP1-GFP MLPCN 110, Yeast superoxide 101, Efflux pump inh 0.0 and LAP4 TOR yeast 111.
`O=C(O)/C(=C\c1cn(-c2ccccc2)nc1-c1cccnc1)NC(=O)c1ccccc1` gave MEP2 TOR yeast 110, AHR act 1, CIT2 TOR yeast 108, RPL19A TOR yeast 111, AGP1-GFP MLPCN 110, Yeast superoxide 94, Efflux pump inh 0.0 and LAP4 TOR yeast 96.
`Cc1ccc2nc(C)cc(C(=O)N3CCCC(N4CCN(c5ccccc5C)CC4)C3)c2c1` (configuration not stated) gave MEP2 TOR yeast 104, AHR act 3, CIT2 TOR yeast 105, RPL19A TOR yeast 105, AGP1-GFP MLPCN 97, Yeast superoxide 101, Efflux pump inh -0.1 and LAP4 TOR yeast 82.
For COc1ccc(-c2cc3nc4c(c(=O)n3[nH]2)CCC4)cc1 the results were MEP2 TOR yeast 104, AHR act 21, CIT2 TOR yeast 91, RPL19A TOR yeast 100, AGP1-GFP MLPCN 98, Yeast superoxide 104, Efflux pump inh 0.0 and LAP4 TOR yeast 100.
Screening Cc1ccc(C2(C)NC(=O)N(CC(=O)Nc3cccnc3Cl)C2=O)cc1 (configuration not stated) returned MEP2 TOR yeast 99, AHR act 1, CIT2 TOR yeast 107, RPL19A TOR yeast 100, AGP1-GFP MLPCN 97, Yeast superoxide 105, Efflux pump inh -0.1 and LAP4 TOR yeast 99.
COc1ccc(/C(N)=N/OC(=O)CCC2CCCC2)cc1 was read as MEP2 TOR yeast 96, AHR act -9, CIT2 TOR yeast 101, RPL19A TOR yeast 103, AGP1-GFP MLPCN 62, Yeast superoxide 103, Efflux pump inh 0.0 and LAP4 TOR yeast 119.
For N/C(=N\OC(=O)c1ccccc1Cl)c1cccnc1 the results were MEP2 TOR yeast 107, AHR act 102*, CIT2 TOR yeast 116, RPL19A TOR yeast 108, AGP1-GFP MLPCN 100, Yeast superoxide 101, Efflux pump inh 0.0 and LAP4 TOR yeast 113.
For CCCOc1ccc(/C=N/Nc2cc(N3CCOCC3)ncn2)c(O)c1 the results were MEP2 TOR yeast 117, AHR act 6, CIT2 TOR yeast 108, RPL19A TOR yeast 105, AGP1-GFP MLPCN 96, Yeast superoxide 78, Efflux pump inh 0.2 and LAP4 TOR yeast 97.
For Cc1ccc(-c2nnn(CC(=O)N(c3ccc4c(c3)OCCO4)C(C(=O)NCC3CCCO3)c3ccc(F)cc3)n2)o1 (configuration not stated) the results were MEP2 TOR yeast 105, AHR act 3, CIT2 TOR yeast 102, RPL19A TOR yeast 102, AGP1-GFP MLPCN 108, Yeast superoxide 93, Efflux pump inh -0.1 and LAP4 TOR yeast 106.
For COc1ccc(C(=O)OCC(=O)NCC2CCCO2)cc1[N+](=O)[O-] (configuration not stated) the results were MEP2 TOR yeast 105, AHR act 0, CIT2 TOR yeast 106, RPL19A TOR yeast 100, AGP1-GFP MLPCN 100, Yeast superoxide 97, Efflux pump inh 0.0 and LAP4 TOR yeast 93.
`CCc1ccc(C2C(C#N)=C(N)Oc3cc(N)ccc32)cc1` (configuration not stated) gave MEP2 TOR yeast 151, AHR act -1, CIT2 TOR yeast 107, RPL19A TOR yeast 88, AGP1-GFP MLPCN 112, Yeast superoxide 97, Efflux pump inh 0.3 and LAP4 TOR yeast 111.
Screening COc1ccc(-c2nc(/C=C3\C(C)=Nc4ccccc43)c(O)o2)cc1 returned MEP2 TOR yeast 113, AHR act 18, CIT2 TOR yeast 113, RPL19A TOR yeast 106, AGP1-GFP MLPCN 118, Yeast superoxide 107, Efflux pump inh 0.0 and LAP4 TOR yeast 117.
`Cn1cnc2c(oc3ccccc32)c1=O` gave MEP2 TOR yeast 100, AHR act 2, CIT2 TOR yeast 95, RPL19A TOR yeast 99, AGP1-GFP MLPCN 101, Yeast superoxide 104, Efflux pump inh -0.1 and LAP4 TOR yeast 109.
`O=C(NCc1ccco1)c1cc(S(=O)(=O)N2CCOCC2)ccc1Br` gave MEP2 TOR yeast 108, AHR act 0, CIT2 TOR yeast 110, RPL19A TOR yeast 110, AGP1-GFP MLPCN 110, Yeast superoxide 93, Efflux pump inh 0.1 and LAP4 TOR yeast 108.
CCc1ccc(-n2c(=O)c3ccccc3n3c(=S)[nH]nc23)cc1 was read as MEP2 TOR yeast 89, AHR act 0, CIT2 TOR yeast 97, RPL19A TOR yeast 91, AGP1-GFP MLPCN 92, Yeast superoxide 96, Efflux pump inh -0.1 and LAP4 TOR yeast 87.
For Cc1[nH]c2ccc(-c3n[nH]c(=S)n3-c3ccc(Br)cc3)cc2c1C the results were MEP2 TOR yeast 98, AHR act 21, CIT2 TOR yeast 106, RPL19A TOR yeast 109, AGP1-GFP MLPCN 112, Yeast superoxide 106, Efflux pump inh 0.0 and LAP4 TOR yeast 94.
For Cc1cc(C(=O)OCC(=O)Nc2nnc(C(C)C)s2)c2ccccc2n1 the results were MEP2 TOR yeast 107, AHR act 1, CIT2 TOR yeast 98, RPL19A TOR yeast 90, AGP1-GFP MLPCN 101, Yeast superoxide 91, Efflux pump inh 0.2 and LAP4 TOR yeast 120.
`O=C(CNc1ccc(F)cc1)N/N=C1\CCCc2ccccc21` gave MEP2 TOR yeast 100, AHR act 15, CIT2 TOR yeast 102, RPL19A TOR yeast 99, AGP1-GFP MLPCN 103, Yeast superoxide 101, Efflux pump inh -0.2 and LAP4 TOR yeast 100.
`COc1cc(C(=O)N[C@@H](Cc2c[nH]c3ccccc23)C(=O)O)cc(OC)c1OC` gave MEP2 TOR yeast 94, AHR act 16, CIT2 TOR yeast 89, RPL19A TOR yeast 99, AGP1-GFP MLPCN 92, Yeast superoxide 88, Efflux pump inh 0.0 and LAP4 TOR yeast 83.
For CCN(CC)c1ccc(NC(=O)c2[nH]c(C)c(C(C)=O)c2C)c(C)c1 the results were MEP2 TOR yeast 101, AHR act 2, CIT2 TOR yeast 102, RPL19A TOR yeast 100, AGP1-GFP MLPCN 102, Yeast superoxide 105, Efflux pump inh -0.1 and LAP4 TOR yeast 105.
For Cc1cc2oc(C(=O)NCCc3ccc(S(N)(=O)=O)cc3)c(C)c2cc1C the results were MEP2 TOR yeast 98, AHR act -1, CIT2 TOR yeast 106, RPL19A TOR yeast 106, AGP1-GFP MLPCN 90, Yeast superoxide 129, Efflux pump inh 0.0 and LAP4 TOR yeast 93.
Screening COc1ccc(CN(CC(=O)NCc2ccc(F)cc2)C(=O)c2csnn2)cc1 returned MEP2 TOR yeast 102, AHR act 2, CIT2 TOR yeast 114, RPL19A TOR yeast 108, AGP1-GFP MLPCN 100, Yeast superoxide 95, Efflux pump inh 0.1 and LAP4 TOR yeast 88.
Screening COc1ccc(OC)c(-n2c(C)nc3cc(C(=O)O)ccc32)c1 returned MEP2 TOR yeast 94, AHR act -3, CIT2 TOR yeast 110, RPL19A TOR yeast 102, AGP1-GFP MLPCN 111, Yeast superoxide 107, Efflux pump inh 0.0 and LAP4 TOR yeast 94.
Screening Clc1cccc(Oc2ncccn2)c1 returned MEP2 TOR yeast 106, AHR act -4, CIT2 TOR yeast 102, RPL19A TOR yeast 100, AGP1-GFP MLPCN 102, Yeast superoxide 104, Efflux pump inh 0.0 and LAP4 TOR yeast 98.
Screening O=C(Cn1nnc(-c2cccs2)n1)NNC(=O)c1ccccc1Cl returned MEP2 TOR yeast 93, AHR act 2, CIT2 TOR yeast 102, RPL19A TOR yeast 100, AGP1-GFP MLPCN 113, Yeast superoxide 100, Efflux pump inh -0.2 and LAP4 TOR yeast 111.
Screening COCC(=O)Nc1nnc(COc2ccc(Cl)cc2)s1 returned MEP2 TOR yeast 104, AHR act 1, CIT2 TOR yeast 103, RPL19A TOR yeast 91, AGP1-GFP MLPCN 98, Yeast superoxide 109, Efflux pump inh 0.0 and LAP4 TOR yeast 100.
For COc1cc(NC(=O)COc2c(C)cc(C)cc2[N+](=O)[O-])c(OC)cc1Cl the results were MEP2 TOR yeast 103, AHR act 7, CIT2 TOR yeast 101, RPL19A TOR yeast 108, AGP1-GFP MLPCN 101, Yeast superoxide 109, Efflux pump inh 0.1 and LAP4 TOR yeast 91.
Screening Cc1ccccc1CN(c1ccc(C(=O)Nc2cccnc2)cc1)S(C)(=O)=O returned MEP2 TOR yeast 104, AHR act 5, RPL19A TOR yeast 103, AGP1-GFP MLPCN 102, Yeast superoxide 97, Efflux pump inh -0.2 and LAP4 TOR yeast 96.
COC(=O)c1cc(OC)c(OC)cc1NC(=O)CSc1ccccc1 was read as MEP2 TOR yeast 103, AHR act 20, CIT2 TOR yeast 88, RPL19A TOR yeast 96, AGP1-GFP MLPCN 93, Yeast superoxide 105, Efflux pump inh 0.0 and LAP4 TOR yeast 104.
Screening CCC(CO)NCc1ccc(-c2ccccc2)cc1 (configuration not stated) returned MEP2 TOR yeast 104, AHR act 4, CIT2 TOR yeast 111, RPL19A TOR yeast 105, AGP1-GFP MLPCN 111, Yeast superoxide 103, Efflux pump inh 0.2 and LAP4 TOR yeast 102.
CCOc1cc(/C=C2\SC(=S)N(NS(=O)(=O)c3ccc(C)cc3)C2=O)ccc1O was read as MEP2 TOR yeast 105, AHR act 2, CIT2 TOR yeast 106, RPL19A TOR yeast 97, AGP1-GFP MLPCN 96, Yeast superoxide 101, Efflux pump inh 0.3 and LAP4 TOR yeast 118.
COc1ccc(COc2cc(-c3cccc(OC)c3)nc3ccc(NC(=O)c4cccnc4)cc23)cc1 was read as MEP2 TOR yeast 94, AHR act 14, CIT2 TOR yeast 101, RPL19A TOR yeast 100, AGP1-GFP MLPCN 90, Yeast superoxide 94, Efflux pump inh 0.2 and LAP4 TOR yeast 110.

Retrieved one by one from the list above (two):
Screening COCC(=O)Nc1nnc(COc2ccc(Cl)cc2)s1 returned MEP2 TOR yeast 104, AHR act 1, CIT2 TOR yeast 103, RPL19A TOR yeast 91, AGP1-GFP MLPCN 98, Yeast superoxide 109, Efflux pump inh 0.0 and LAP4 TOR yeast 100.
COC(=O)c1cc(OC)c(OC)cc1NC(=O)CSc1ccccc1 was read as MEP2 TOR yeast 103, AHR act 20, CIT2 TOR yeast 88, RPL19A TOR yeast 96, AGP1-GFP MLPCN 93, Yeast superoxide 105, Efflux pump inh 0.0 and LAP4 TOR yeast 104.
